Source: PubChem BioAssay (several laboratories)
PDI inh = blocks human protein disulfide isomerase activity; P07237; PDI insulin aggregation turbidity, A650, 90 min; inhibition, % at 10 µM; 0.052% of 350,000 active; AID 588391;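 active = mean inhibition across replicates of 30% or more, whatever share of single replicates reach that level; inconclusive = mean inhibition below 30% while every single replicate reaches 30%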;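 also: absorbance from insulin aggregation driven by PDI reduction with DTT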
Vif inh = blocks HIV Vif function; HEK293T cells, Vif self-association by quenched fluorescence, imaging, 24 h; inhibition, % at 7.49 µM; 0.35% of 340,000 active; AID 602346; in the data active = inhibition above about 50%, passing the limit was not always enough; inconclusive = no clear call, values can overlap the other calls; inactive = below about 31%; also: some results filed as inactive read as strong as hits
CaV13 ICDI inh = Primary screen for inhibitors of IQ motif and Ca2+-dependent inactivation inhibitor domain binding in CACNA1D, Förster resonance energy transfer in living cells, …; HEK cells, CFP/YFP FRET ICDI-IQ, plate reader, 10 min; percent FRET-ratio fall versus neutral wells; inhibition, % at 12.3 µM; 0.098% of 340,000 active; AID 743397;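 active = mean replicate inhibition of at least 30% and at least 1% of replicates passing that level; inconclusive = only one of the two criteria is met; inactive = neither criterion is met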;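 also: 0% = median of the neutral control wells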
ABCB6 inh MLPCN = human ABCB6 transporter inhibition. K562-ABCB6 porphyrin accumulation, flow cytometry, 1 h; hits give low values. fluorescence ratio to DMSO, % at 10 µM. 0.19% of 360,000 active;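 active = fluorescence ratio to DMSO below 75%, the collection mean minus 3 SD; inconclusive = too few cells collected in the well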;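 also: signal is porphyrin accumulated inside mitochondria; 100% equals median channel fluorescence of DMSO control wells; lower ratio means ABCB6 inhibition with less porphyrin fluorescence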
Target sequence (Q9NP58 whole entry, looked up): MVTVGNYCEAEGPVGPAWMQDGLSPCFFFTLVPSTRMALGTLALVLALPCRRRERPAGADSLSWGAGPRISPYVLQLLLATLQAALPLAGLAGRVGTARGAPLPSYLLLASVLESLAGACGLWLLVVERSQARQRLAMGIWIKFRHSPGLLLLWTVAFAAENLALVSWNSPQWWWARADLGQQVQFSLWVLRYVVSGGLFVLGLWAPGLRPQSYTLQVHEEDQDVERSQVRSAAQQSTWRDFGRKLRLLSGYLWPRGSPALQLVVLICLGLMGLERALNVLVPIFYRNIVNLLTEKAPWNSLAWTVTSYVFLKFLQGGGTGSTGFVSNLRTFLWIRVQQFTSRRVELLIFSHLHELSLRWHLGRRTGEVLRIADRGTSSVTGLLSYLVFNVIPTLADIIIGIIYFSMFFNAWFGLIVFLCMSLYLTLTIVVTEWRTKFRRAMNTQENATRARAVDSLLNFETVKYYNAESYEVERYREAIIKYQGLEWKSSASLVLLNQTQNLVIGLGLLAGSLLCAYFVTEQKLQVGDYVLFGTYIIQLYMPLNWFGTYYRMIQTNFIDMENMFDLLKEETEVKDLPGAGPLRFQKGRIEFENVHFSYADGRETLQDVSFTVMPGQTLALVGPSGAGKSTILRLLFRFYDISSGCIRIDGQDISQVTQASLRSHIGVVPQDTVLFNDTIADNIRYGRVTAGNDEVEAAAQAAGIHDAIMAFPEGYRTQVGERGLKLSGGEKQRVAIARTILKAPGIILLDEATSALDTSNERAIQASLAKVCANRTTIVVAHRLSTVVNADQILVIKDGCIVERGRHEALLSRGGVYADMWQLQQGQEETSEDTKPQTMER
Glyco luc inh = N-linked glycosylation inhibition; D54 ERlucT glycosylation luciferase reporter, 24 h; percent of 100 nM tunicamycin response; reporter increase, % at 12.5 µM; 0.23% of 360,000 active; AID 588692;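 active = mean luciferase reporter signal, scaled so untreated is 0 and the glycosylation-blocking control 100, at or above a set limit in every replicate; inconclusive = mean reaches the limit but not every replicate does; inactive = mean below the limit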;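 also: luciferase carries N-glycosylation sites so blocking glycosylation raises the light; 0% = median of neutral control wells and 100% = median of 100 nM tunicamycin wells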
aDG glyco up = increases alpha dystroglycan glycosylation | Pro5-aDG cells, alpha-DG glycosylation AlphaScreen (IIH6); 0% Pro5, 100% B10-LARGE cell signal | 0.22% of 360,000 active | activation, % at 10 µM | AID 624168;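 active = activation of at least 8% versus controls, or a plate z-score of at least 8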;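 also: Pro5 are CHO cells carrying HIG-tagged alpha-DG that lacks glycosylation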
MC4R antag cAMP = human MC4R antagonism in cAMP assay | inhibition, % at 6.5 µM | AID 540295 | MC4R-expressing cells, MTII-stimulated cAMP, LANCE TR-FRET | 0.48% of 360,000 active;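 active = inhibition above its plate's cutoff, the mean of tested wells on that plate plus 3 SD, cut at about 29% in these data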;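 also: 0% = Melanotan II alone and 100% = Melanotan II plus saturating MCL0020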
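System – human MC4R-expressing U2OS cells · Also added – Melanotan II · Dosing – one concentration, 6.5 µM nominal · Timing – 30-min compound, 1-h challenge, 1-h detection, room temperature · Measured by – Eu-cAMP/anti-cAMP TR-FRET, emission 671 nm · Replicates – singlicate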
H9c2 protect = modulators protecting cardiomyocytes from myocardial damage. H9c2 cardiomyocytes, H2O2 injury protection, ATPLite, 2 h. protection from H2O2 cell death, % at 20 µM. 0.63% of 360,000 active;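 active = compounds giving at least 50% protection of heart cells from peroxide-induced death in the single-dose screen, raw or plate-pattern-corrected value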;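 also: 0% = DMSO wells with peroxide and 100% = DMSO wells without peroxide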
MC4R ag barr = agonists of human melanocortin 4 receptor (MC4R) beta-arrestin. P32245. activation, % at 8.9 µM. U2OS MC4R beta-arrestin complementation, luminescence; percent of melanotan II response, DMSO zero. 0.98% of 360,000 active;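 active = activation above a per-plate cutoff, the mean activation of sample wells on that plate plus 3 SD, cut at about 8% in these data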
HTR2A ag = activates the mouse 5-HT2A serotonin receptor; 0.66% of 360,000 active; CHO-K1 mHTR2A beta-arrestin complementation, luminescence; percent of 30 µM serotonin response; activation, % at 7.6 µM; P35363;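 active = activation above a run cutoff, the mean activation of all tested compounds plus 3 SD, cut at about 14% in these data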;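 also: 0% = plate median of compound wells and 100% = 30 µM serotonin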
* marks the source's active call; other numbers are inactive results; ? = inconclusive; . = no result given.

cpd	mol	PDI inh	Vif inh	CaV13 ICDI inh	ABCB6 inh MLPCN	Glyco luc inh	aDG glyco up	MC4R antag cAMP	H9c2 protect	MC4R ag barr	HTR2A ag
1	O=C(O)c1ccc(CSc2nnc(COc3ccc(Cl)cc3Cl)o2)cc1	-2	-7	-8	102	2	0.0	6	-8	-0.9	-7
2	COc1ccccc1OP(=O)(O)Oc1ccccc1OC	-3	-7	16	96	1	-0.1	19	4	-1.9	-2
3	CC(C)(C)NC(=O)CN(C(=O)CS(=O)CC(=O)Nc1ccc(F)cc1)c1ccc2c(c1)OCCO2 (stereo not drawn)	0	3	-4	101	2	0.1	12	-2	-3.6	5
4	CC(OC(=O)CCN=C1NS(=O)(=O)c2ccccc21)C(=O)Nc1ccc(F)cc1Cl (stereo not drawn)	-3	-9	-1	99	1	-0.2	5	0	-1.5	-4
5	Cc1ccc(CNC(=O)c2csc3c2CCCCC3)cc1	-24	-2	-4	95	-2	0.7	3	-2	4.4	9
6	C/C(=N\NC(=O)C(=O)Nc1cc(Cl)ccc1Cl)c1ccncc1	10	-4	-5	99	0	-0.1	10	-1	-0.4	1
7	O=C(Nc1ccc(Cl)cc1)c1ccc2c(=O)n3c(nc2c1)CCCCC3	.	-5	-8	100	-1	0.3	13	-17	-1.2	4
8	Clc1ccccc1Cn1nnc2ccccc21	-4	?	-16	99	-4	0.0	-5	1	-1.6	-2
9	Cc1cc(C(=O)N2CCN(C/C=C/c3ccccc3)CC2)cs1	-1	0	-8	108	1	0.0	-2	-3	0.3	-9
10	O=C(NCc1csc(-c2cccs2)n1)c1cccc(Cl)c1	3	-3	-14	106	0	0.2	6	-3	0.4	-5
11	Cn1ccnc1SCC(=O)Nc1ccccc1	0	14	-11	95	-3	0.0	11	5	-2.4	2
12	Cc1nc(NCc2ccco2)c2c(C)c(C)sc2n1	8	-5	-9	95	2	-0.1	-5	-16	-1.4	-6
13	COC(=O)c1cc(C)sc1NC(=O)C1CC=CCC1C(=O)O (stereo not drawn)	5	.	-7	100	0	-0.3	18	6	1.3	4
14	Cc1cc(=O)[nH]c(SCC(=O)Nc2cc(S(=O)(=O)N(C)C)ccc2Cl)n1	-2	15	1	97	1	0.4	16	5	-1.1	1
15	O=c1c2ccccc2oc2cc(-c3ccc(CN4CCOCC4)cc3)ccc12	4	-7	-11	93	-4	0.5	16	0	0.7	-2
16	N/C(=N\OC(=O)COc1ccc(Cl)cc1Br)c1ccncc1	-4	-3	10	104	-6	0.6	1	-6	-1.7	-9
17	Fc1ccc(Oc2nnnn2-c2ccccc2)cc1	0	2	-6	90	-3	0.1	15	-4	-0.6	1
18	Cc1ccc(SC(C)C(=O)NCc2cccnc2)cc1 (stereo not drawn)	-11	12	-5	101	0	0.0	-7	-4	-1.2	8
19	Cc1ccccc1Cn1nc(C)c(NC(=O)/C=C/c2cnn(C)c2C)c1C	5	-2	-5	92	5	-0.2	-1	-4	-1.5	1
20	Cc1ccc(C(=O)/C=C/C(=O)O)cc1	5	9	-5	105	0	1.1	-1	-2	5.5	4
21	COC(=O)C1=C(C)N(c2cccc(C(C)=O)c2)C(=O)C1	2	22	-6	93	1	0.9	-2	0	-1.7	-4
22	Cc1ccc(NC(=O)COC(=O)Cc2ccsc2)cc1S(=O)(=O)N(C)C	7	2	-2	101	1	0.0	24	-3	-1.1	-1
23	CC(C(=O)NC(N)=O)N1C(=O)NC(c2ccccc2)(c2ccccc2)C1=O (stereo not drawn)	-3	5	-3	98	4	0.0	20	3	1.0	-1
24	C/C(=N/NC(=O)c1ccco1)c1cccc(NC(=O)c2ccc(C)o2)c1	-5	5	-1	91	1	-0.1	1	2	-2.1	0
25	CCOC(=O)c1c(NC(=O)CN2CCN(S(=O)(=O)c3cc(Cl)ccc3Cl)CC2)sc(C(=O)N(C)C)c1C	15	-5	-5	96	-2	0.3	23	17	-0.5	-11
26	CCOC(=O)C(C(=O)Nc1cccc(C)c1)C1CCCCC1 (stereo not drawn)	-2	4	.	101	0	0.2	2	-2	-0.1	-3
27	N#Cc1ccc(C(=O)CN2CCN(c3ccccc3)CC2)cc1	-15	6	-20	93	1	0.7	-7	3	-1.8	-7
28	CCCCCN1C(=O)/C(=C/c2c(N3CCc4ccccc4C3)nc3ccccn3c2=O)SC1=S	-3	-3	-17	839	-7	-0.2	11	3	-0.4	0
29	CCC1CCCCN1S(=O)(=O)c1ccc(NC(=O)c2cccs2)cc1 (stereo not drawn)	-2	-6	.	99	-3	0.9	16	-8	3.7	10
30	C=CCC1c2cccc(C(=O)OC)c2C(=O)N1c1ccccc1 (stereo not drawn)	-6	12	-5	99	1	0.0	-2	0	0.3	-2

(continued)
Each structure is followed by: PDI inh, Vif inh, CaV13 ICDI inh, ABCB6 inh MLPCN, Glyco luc inh, aDG glyco up, MC4R antag cAMP, H9c2 protect, MC4R ag barr, HTR2A ag
31: CN(NC(=O)COc1ccccc1)C1=NS(=O)(=O)c2ccccc21
 : 5, 11, 6, 102, 0, -0.2, 2, 2, -1.3, 3
32: COc1cc(O)c2c(=O)c(-c3ccc(O[C@@H]4O[C@H](CO)[C@@H](O)[C@H](O)[C@H]4O)cc3)coc2c1
 : 0, -7, -3, 99, -7, 0.1, -4, 0, 2.7, 1
33: CN(C)S(=O)(=O)N1CCCN(S(=O)(=O)N(C)C)CC1
 : -3, 66*, -5, 102, 2, -0.2, 2, -9, -0.5, -3
34: O=S(=O)(c1ccc(Br)s1)N1CCN(c2ccccc2)CC1
 : 2, 0, -3, 97, -2, 0.1, 3, -2, -2.1, -3
35: CN(CC1CCOCC1)C(=O)CC1C(=O)NCCN1Cc1cccc(Oc2ccccc2)c1 (stereo not drawn)
 : 9, 0, -3, 99, 0, 0.4, 5, 7, -1.1, 6
36: CN1CCN(C(=O)CSc2nc(-c3cccs3)ccc2C#N)CC1
 : 6, 6, -6, 120, 0, -0.2, 12, 8, -0.2, -1
37: CCN1CCCC1CNC(=O)c1cc2cc(F)ccc2[nH]1 (stereo not drawn)
 : 4, -13, -21, 97, -1, -0.1, 2, 1, -1.0, -10
38: S=c1[nH]cnc2scc(-c3ccc(Cl)cc3)c12
 : 6, -3, -13, 94, -1, 0.0, 2, 17, -1.9, -4
39: CCC1(C)Cc2ccccc2-c2nc3n(c(=O)c21)CC(C(=O)O)S3 (stereo not drawn)
 : 3, 17, ., 105, 5, -0.2, 2, 11, -0.6, 3
40: C/C(=N\N=C(/N)SC1CC(=O)N(c2cccc(Cl)c2)C1=O)c1cccs1 (stereo not drawn)
 : 1, 8, -8, 98, 4, -0.3, -3, -3, 4.3, 3
41: O=C(NCCN1C(=O)S/C(=C\c2ccc(Cl)cc2)C1=O)C1=COCCO1
 : 1, ?, -6, 98, 2, 0.0, -1, -3, -2.0, -2
42: CN1CCN(c2ncc(CN3C(=O)c4ccccc4C3=O)s2)CC1
 : 3, 22, 0, 107, 3, -0.3, 4, 0, -0.1, -9
43: Cc1ccc2c(c1)cc(CN(Cc1cccnc1)C(=O)c1ccccc1)c1nnnn12
 : -7, -6, -3, 90, 4, -0.6, 10, 13, -1.7, 1
44: CCOC(=O)C1=C(C)N=c2s/c(=C\c3ccc(C(=O)O)cc3)c(=O)n2C1c1ccc(F)cc1 (stereo not drawn)
 : -3, -2, -4, 98, -1, -0.1, 7, 1, 1.0, 0
45: Cn1c(N)c(C(=O)COC(=O)c2ccccn2)c(=O)n(C)c1=O
 : 0, -1, -2, 100, 3, -0.5, 12, 0, -3.6, 3
46: CCCCN(CCCC)C1=Nc2ccccc2N/C1=C(/C#N)C(=O)OCC
 : -1, 3, ., 114, -5, -0.2, -6, -7, -1.5, -3
47: C=CCN=c1scc(-c2ccc(F)cc2)n1/N=C/c1ccccn1
 : -14, 1, -6, 99, -14, 2.8, 14, -9, -2.3, -1
48: CCCCOc1ccc(N=Cc2cccs2)cc1
 : -1, -4, -5, 97, 2, -0.4, -9, -2, 3.8, 8
49: COc1ccc(OCCn2c(=N)n(CCO)c3ccccc32)cc1
 : 2, 4, ., 95, 3, -0.3, -3, 6, -1.5, -8
50: Oc1ccc2ccccc2c1-c1sc(Nc2ccccc2)n[n+]1-c1ccc(F)cc1
 : -12, ., -13, 149, -3, 0.2, 4, 1, 1.9, 3
51: COc1ccc(/C=C/C(=O)Nc2ccccc2)cc1S(=O)(=O)N1CCOCC1
 : -3, 2, -13, 104, 1, 0.2, -1, 3, 0.5, -6
52: COc1ccc(CN2CCC(N3CCC(C(=O)N4CCOCC4)CC3)CC2)c(F)c1
 : -1, 1, -4, 107, -1, -0.1, 12, 8, -1.2, -2
53: Cc1ccccc1NC(=O)Nc1ccc(C(F)(F)F)cc1
 : -6, 0, -3, 107, -5, 3.1, 16, -28, 2.7, -5
